Screening results deposited in PubChem by several laboratories.
sPLA2-III inh: Blocks human group III sPLA2 activity. Q9NZ20. QFRET BODIPY PC-A2 liposome hydrolysis, fluorescence. inhibition, % at 12.2 µM. 370,000 tested, 0.56% active. AID 743126;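 active means inhibition above mean plus 3 SD of compounds lying within the high and low control bounds, cut at about 19% in these data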;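 further: 0% = median of test compound wells and 100% = no enzyme DMSO wells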
Target sequence (Q9NZ20 whole entry, looked up): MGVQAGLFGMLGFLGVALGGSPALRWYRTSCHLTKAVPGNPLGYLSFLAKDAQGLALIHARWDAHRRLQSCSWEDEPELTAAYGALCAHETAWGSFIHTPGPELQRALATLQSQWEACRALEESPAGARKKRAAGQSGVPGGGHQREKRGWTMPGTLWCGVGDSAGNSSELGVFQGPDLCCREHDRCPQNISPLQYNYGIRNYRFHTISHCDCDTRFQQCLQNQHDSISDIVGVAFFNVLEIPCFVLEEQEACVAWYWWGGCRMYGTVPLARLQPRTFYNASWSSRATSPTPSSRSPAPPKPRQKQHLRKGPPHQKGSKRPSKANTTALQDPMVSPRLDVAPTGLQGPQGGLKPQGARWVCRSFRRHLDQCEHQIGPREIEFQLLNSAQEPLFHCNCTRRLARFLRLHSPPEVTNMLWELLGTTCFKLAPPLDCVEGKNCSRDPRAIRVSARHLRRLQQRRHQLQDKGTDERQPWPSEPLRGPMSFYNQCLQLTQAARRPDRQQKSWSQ
DAX1 inh-1: inhibitors of DAX1 repression of SF-1 activated StAR promoter; inhibition, % at 6.8 µM; HEK293T StAR-luciferase reporter, SF-1/DAX-1 repression relief; 370,000 tested, 1.1% active; AID 652010;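 active means inhibition above the mean over all tested compounds plus 3 SD, cut at about 3.6% in these data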;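 further: 0% = DAX-1 cells with DMSO and 100% = cells lacking DAX-1 with DMSO; higher inhibition means more luminescence from relief of DAX-1 repression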
GAA850 FXN act: frataxin GAA850 promoter activation; HEK293 lucGAA850 FXN promoter luciferase reporter, 24 h; percent of 10 µM SAHA response; activation, % at 6 µM; 360,000 tested, 0.56% active;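 active means activation above the average of all compounds screened plus 3 SD, cutoff fixed separately per campaign, cut at about 7.5% in these data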;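 further: 0% = DMSO wells and 100% = 10 µM SAHA wells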
ssDAF12 agonist: activates DAF-12 receptor from parasite S. stercoralis. HEK293 ssDAF-12/GRIP1 lit1-tk-luc reporter, luminescence; % of 3 µM dafachronic acid response. activation, % at 6.8 µM. 370,000 tested, 1% active. AID 652126;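 active means activation above the mean over all tested compounds plus 3 SD, cut at about 0.9% in these data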;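 further: 0% = DMSO-only wells and 100% = 3 µM delta7-dafachronic acid wells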
SMARCA2 activ: SMARCA2 function activation, primary screen. AID 652017. MG213 cells, MMTV-luciferase reporter, dexamethasone, overnight. 370,000 tested, 1% active. activation, % at 9.1 µM; in the data active means activation above about 7.8%;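 further: 0% = vehicle wells and 100% = reference activator wells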
PG9 binder: PG9 antibody binding by small molecule. TR-FRET gp120-PG9 antibody binding. inhibition, % at 6.7 µM. 360,000 tested, 0.43% active; in the data active means inhibition above about 8.5%
hcDAF-12 act: activates DAF-12 receptor from parasite H. contortus. HEK293 hcDAF-12 lit1-tk-luc reporter, luminescence; 0% DMSO, 100% Δ7-dafachronic acid. 370,000 tested, 1.4% active. activation, % at 6.8 µM;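 active means activation above the mean of all tested compounds plus 3 SD, cut at about 5.5% in these data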;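 further: 100% = response to 3 µM Δ7-dafachronic acid high control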
hgDAF12 agonist: activates the H. glycines DAF-12 receptor ligand-binding domain; HEK293 GAL4-hgDAF12 UAS-luciferase reporter, agonist luminescence; normalized to butyrate control; 370,000 tested, 1.8% active; activation, % at 6.8 µM;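 active means activation above a cutoff set at the mean of all screened compounds plus 3 SD, cut at about 10% in these data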;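 further: 0% = DMSO wells and 100% = sodium butyrate wells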
PLC-beta3 inh: blocks human PLC-beta3 enzyme activity. Q01970. Purified PLC-beta3, fluorogenic substrate, fluorescence. inhibition, % at 12.2 µM. 370,000 tested, 0.18% active; in the data active means inhibition above about 11%;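 further: 0% = median of compound wells on plate and 100% = full blocker control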
DAX1 inh-2: inhibits human nuclear receptor DAX1; HEK293 Gal4-DAX1 luciferase reporter, luminescence; inhibition, % at 6.75 µM; 340,000 tested, 0.99% active; AID 504766;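 active means inhibition above the mean over all tested compounds plus 3 SD, cut at about 4.2% in these data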;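 further: 0% = DAX1-transfected cells with DMSO and 100% = empty-vector control cells with DMSO; inhibition shows as a rise in luminescence from relieved DAX1 repression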
Target sequence (P51843 207-470 limits assumed): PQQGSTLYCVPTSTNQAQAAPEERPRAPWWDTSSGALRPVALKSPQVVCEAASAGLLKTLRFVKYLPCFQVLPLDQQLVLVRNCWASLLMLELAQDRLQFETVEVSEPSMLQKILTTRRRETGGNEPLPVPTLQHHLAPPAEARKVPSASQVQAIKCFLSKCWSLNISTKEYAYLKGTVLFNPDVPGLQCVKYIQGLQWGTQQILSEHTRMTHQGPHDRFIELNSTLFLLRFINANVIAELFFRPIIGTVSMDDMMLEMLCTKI
Rev-erbA mod: Rev-erb alpha (human) modulation | P20393 | Rev-erbα–FITC-DNA binding, fluorescence polarization, 90 min | activity, % at 10 µM | 370,000 tested, 0.79% active | AID 1259318;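 active means activity above about 14%, limit read from the data; passing the limit was not always enough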;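 further: 0% = DMSO wells with 35 nM protein and 100% = DMSO wells with 750 nM protein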
An asterisk follows results filed as active. Hits appear at their usual frequency (roughly 7% active in at least one column).

Results for COc1ccc(CC(=O)OCC(=O)NCCNC(=O)COC(=O)Cc2ccc(OC)cc2)cc1 ?
sPLA2-III inh: 0; DAX1 inh-1: 0.2; GAA850 FXN act: 1.3; ssDAF12 agonist: -0.9; SMARCA2 activ: 4; PG9 binder: 0.1; hcDAF-12 act: 0.7; hgDAF12 agonist: 2.5; PLC-beta3 inh: -4; DAX1 inh-2: -0.9; Rev-erbA mod: 6

Results for CC[C@@H](C)[C@@H]1CN([C@@H](CN2CCC[C@H]2CN2C(N)=NC[C@H]2CC(C)C)C(C)C)C(=N)N1CCc1ccc(Cl)c(Cl)c1 ?
sPLA2-III inh: 9; DAX1 inh-1: 1.2; GAA850 FXN act: 0.9; ssDAF12 agonist: -0.9; SMARCA2 activ: -6; PG9 binder: -0.1; hcDAF-12 act: -1.2; hgDAF12 agonist: 0.0; PLC-beta3 inh: 2; DAX1 inh-2: -1.4; Rev-erbA mod: -2

How did COc1ccc(NC(=O)c2ccccc2SC)cc1OC do in these assays?
sPLA2-III inh: -2; DAX1 inh-1: -0.6; GAA850 FXN act: -0.6; ssDAF12 agonist: -1.1; SMARCA2 activ: 1; PG9 binder: -0.5; hcDAF-12 act: 0.4; hgDAF12 agonist: -1.5; PLC-beta3 inh: -1; DAX1 inh-2: 0.0; Rev-erbA mod: -2

What do the screens show for `CCCNS(=O)(=O)c1ccc(CCC(=O)N2CCN(c3ccc(F)cc3)CC2)cc1`?
sPLA2-III inh: 3; DAX1 inh-1: -1.3; GAA850 FXN act: 0.4; ssDAF12 agonist: -2.0; SMARCA2 activ: -1; PG9 binder: -0.4; hcDAF-12 act: 0.9; hgDAF12 agonist: -2.1; PLC-beta3 inh: -1; DAX1 inh-2: -0.8; Rev-erbA mod: -3

How did CCCn1c2ccc(/C(C)=N\O)cc2c2cc(/C(C)=N/O)ccc21 do in these assays?
sPLA2-III inh: -14; DAX1 inh-1: -0.6; GAA850 FXN act: 1.1; ssDAF12 agonist: -1.5; SMARCA2 activ: 2; PG9 binder: -0.4; hcDAF-12 act: -1.3; hgDAF12 agonist: -0.3; PLC-beta3 inh: -121; DAX1 inh-2: -0.2; Rev-erbA mod: 2

How did CCOC(=O)N1CCN(C(=O)C2CCN(Cc3ccc(OC)cc3OC)CC2)CC1 do in these assays?
sPLA2-III inh: 2; DAX1 inh-1: -0.4; GAA850 FXN act: -0.8; ssDAF12 agonist: -0.7; SMARCA2 activ: -3; PG9 binder: -0.3; hcDAF-12 act: -2.8; hgDAF12 agonist: -0.5; PLC-beta3 inh: 6; DAX1 inh-2: -1.2; Rev-erbA mod: -1

How did O=C(c1ccc2ccccc2n1)N1CCN(S(=O)(=O)c2ccccc2)CC1 do in these assays?
sPLA2-III inh: 7; DAX1 inh-1: 0.3; GAA850 FXN act: -1.0; ssDAF12 agonist: -0.3; SMARCA2 activ: 1; PG9 binder: -0.8; hcDAF-12 act: 0.1; hgDAF12 agonist: 2.0; PLC-beta3 inh: 1; DAX1 inh-2: 0.8; Rev-erbA mod: 0

How did O=C(NC1CCCCCC1)C1C2C=CC3(CN(Cc4cccnc4)C(=O)C13)O2 (stereo not given) do in these assays?
sPLA2-III inh: 8; DAX1 inh-1: -0.5; GAA850 FXN act: 0.3; ssDAF12 agonist: -1.0; SMARCA2 activ: 0; PG9 binder: -2.2; hcDAF-12 act: 1.2; hgDAF12 agonist: 1.1; PLC-beta3 inh: -2; DAX1 inh-2: 0.0; Rev-erbA mod: -5

Results for O=C(NCCCc1ccccc1)c1ccc([N+](=O)[O-])cc1Cl ?
sPLA2-III inh: 4; DAX1 inh-1: 0.4; GAA850 FXN act: 5.9; ssDAF12 agonist: -0.8; SMARCA2 activ: 1; PG9 binder: -2.6; hcDAF-12 act: 0.8; hgDAF12 agonist: 6.2; PLC-beta3 inh: -5; DAX1 inh-2: 0.8; Rev-erbA mod: -1

How did COc1cc2c(cc1OC)C(c1ccccc1)N(C(=O)c1ccco1)CC2 (stereo not given) do in these assays?
sPLA2-III inh: 7; DAX1 inh-1: 3.3; GAA850 FXN act: 1.3; ssDAF12 agonist: -1.2; SMARCA2 activ: 2; PG9 binder: 0.2; hcDAF-12 act: -1.1; hgDAF12 agonist: 4.3; PLC-beta3 inh: -4; DAX1 inh-2: -0.1; Rev-erbA mod: -7

Results for C[C@H](NC(=O)c1[nH]cnc1C(=O)Nc1ccccc1)c1ccccc1 ?
sPLA2-III inh: -3; DAX1 inh-1: -0.6; GAA850 FXN act: 2.4; ssDAF12 agonist: -1.6; SMARCA2 activ: 0; PG9 binder: -0.1; hcDAF-12 act: -1.0; hgDAF12 agonist: -1.4; PLC-beta3 inh: -2; DAX1 inh-2: -0.6; Rev-erbA mod: -8

What do the screens show for `O=C(NCCCN1CCOCC1)c1cc2ccccc2oc1=O`?
sPLA2-III inh: 3; DAX1 inh-1: -0.3; GAA850 FXN act: 2.1; ssDAF12 agonist: -0.7; SMARCA2 activ: 1; PG9 binder: -2.3; hcDAF-12 act: -0.7; hgDAF12 agonist: 0.5; PLC-beta3 inh: -11; DAX1 inh-2: 0.7; Rev-erbA mod: 0

How did CC(C)(NO)/C(=N/O)c1ccc(Br)cc1 do in these assays?
sPLA2-III inh: -5; DAX1 inh-1: -0.4; GAA850 FXN act: -0.5; ssDAF12 agonist: -1.0; SMARCA2 activ: -3; PG9 binder: -0.5; hcDAF-12 act: -0.4; hgDAF12 agonist: 0.0; PLC-beta3 inh: 0; DAX1 inh-2: -0.9; Rev-erbA mod: 0

How did O=C(NC(=S)N(Cc1ccccc1)Cc1ccccc1)c1ccccc1F do in these assays?
sPLA2-III inh: -8; DAX1 inh-1: -0.7; GAA850 FXN act: 1.6; ssDAF12 agonist: -1.0; SMARCA2 activ: -2; PG9 binder: 0.1; hcDAF-12 act: 1.2; hgDAF12 agonist: -1.0; PLC-beta3 inh: 0; DAX1 inh-2: 1.8; Rev-erbA mod: -5

What do the screens show for `COc1ccc(C(=O)NCCCNC(=O)c2ccccn2)cc1Br`?
sPLA2-III inh: -6; DAX1 inh-1: -0.1; GAA850 FXN act: 0.4; ssDAF12 agonist: -1.0; SMARCA2 activ: -2; PG9 binder: -1.4; hcDAF-12 act: -1.6; hgDAF12 agonist: -1.2; PLC-beta3 inh: -4; DAX1 inh-2: -0.2; Rev-erbA mod: 2

What do the screens show for `CN(C)CCNc1ncnc2c1ncn2[C@H]1CN(Cc2ccc3c(c2)OCO3)C[C@@H](CO)O1`?
sPLA2-III inh: 3; DAX1 inh-1: -0.3; GAA850 FXN act: 0.4; ssDAF12 agonist: -0.3; SMARCA2 activ: 0; PG9 binder: -0.7; hcDAF-12 act: -0.4; hgDAF12 agonist: 3.3; PLC-beta3 inh: 2; Rev-erbA mod: 2

Results for Cc1nn(Cc2ccccc2Cl)c(C)c1NC(=O)c1ccn(C)n1 ?
sPLA2-III inh: 1; DAX1 inh-1: -0.7; GAA850 FXN act: 3.1; ssDAF12 agonist: -1.1; SMARCA2 activ: -7; PG9 binder: -1.0; hcDAF-12 act: -0.3; hgDAF12 agonist: 0.5; PLC-beta3 inh: 5; DAX1 inh-2: -0.2; Rev-erbA mod: -3

Results for CC(=O)c1cc(-c2ccccc2)n(CC(=O)NCc2ccccc2)c1C ?
sPLA2-III inh: -6; DAX1 inh-1: -1.5; ssDAF12 agonist: -1.3; SMARCA2 activ: 1; hcDAF-12 act: -3.1; hgDAF12 agonist: 0.3; PLC-beta3 inh: 2; Rev-erbA mod: -8

Results for COc1ccc(CNC(=O)CSc2ncn[nH]2)cc1 ?
sPLA2-III inh: -9; DAX1 inh-1: 0.3; GAA850 FXN act: -0.2; ssDAF12 agonist: -1.2; SMARCA2 activ: 0; PG9 binder: -0.9; hcDAF-12 act: -0.5; hgDAF12 agonist: 1.3; PLC-beta3 inh: 4; DAX1 inh-2: -0.1; Rev-erbA mod: 1

How did Cc1cc(C(=O)NCc2ccccc2F)cs1 do in these assays?
sPLA2-III inh: -3; DAX1 inh-1: -0.3; GAA850 FXN act: 2.0; ssDAF12 agonist: -1.6; SMARCA2 activ: -2; PG9 binder: -2.0; hcDAF-12 act: -0.1; hgDAF12 agonist: 0.4; PLC-beta3 inh: 3; DAX1 inh-2: 0.2; Rev-erbA mod: -4

What do the screens show for `O=S(=O)(NCCc1nc2ccccc2[nH]1)c1ccccc1`?
sPLA2-III inh: 3; DAX1 inh-1: -3.8; GAA850 FXN act: 0.1; ssDAF12 agonist: -0.1; SMARCA2 activ: -2; PG9 binder: 1.2; hcDAF-12 act: -0.4; hgDAF12 agonist: 1.6; PLC-beta3 inh: -11; DAX1 inh-2: 0.1; Rev-erbA mod: 4

What do the screens show for `CS(=O)(=O)N(CC(=O)NCCSc1ccccn1)c1ccc(F)cc1`?
sPLA2-III inh: 1; DAX1 inh-1: 1.1; GAA850 FXN act: 1.3; ssDAF12 agonist: -1.3; SMARCA2 activ: -6; PG9 binder: -0.4; hcDAF-12 act: 3.9; hgDAF12 agonist: -1.9; PLC-beta3 inh: 1; DAX1 inh-2: -0.4; Rev-erbA mod: -6

What do the screens show for `CCCCn1nc2cc(C(=O)NCc3ccc(OC(F)(F)F)cc3)ccc2c1OC`?
sPLA2-III inh: -7; DAX1 inh-1: 0.9; GAA850 FXN act: -0.6; ssDAF12 agonist: -1.3; SMARCA2 activ: -2; PG9 binder: -0.3; hcDAF-12 act: 2.0; hgDAF12 agonist: -1.4; PLC-beta3 inh: -403; DAX1 inh-2: -0.5; Rev-erbA mod: -5

What do the screens show for `C/C(=N\NC(=O)COc1ccc([N+](=O)[O-])cc1)c1ccco1`?
sPLA2-III inh: -2; DAX1 inh-1: -1.4; GAA850 FXN act: 1.9; ssDAF12 agonist: -1.1; SMARCA2 activ: -1; PG9 binder: -0.7; hcDAF-12 act: -1.5; hgDAF12 agonist: -1.1; PLC-beta3 inh: -4; DAX1 inh-2: 1.4; Rev-erbA mod: -8

What do the screens show for `Cc1ccc(CN2[C@@H](Cc3ccccc3)C(=O)CS2(=O)=O)cc1`?
sPLA2-III inh: -18; DAX1 inh-1: 0.0; GAA850 FXN act: -1.4; ssDAF12 agonist: -1.0; SMARCA2 activ: 0; PG9 binder: -0.2; hcDAF-12 act: -1.4; hgDAF12 agonist: -0.7; PLC-beta3 inh: -9; DAX1 inh-2: 0.7; Rev-erbA mod: -2

What do the screens show for `COc1ccc(OC)c(/C=N/NC(=O)CNC(=O)c2ccc(S(=O)(=O)N3CCOCC3)cc2)c1`?
sPLA2-III inh: 7; DAX1 inh-1: -0.6; GAA850 FXN act: 1.2; ssDAF12 agonist: -1.6; SMARCA2 activ: -2; PG9 binder: -1.3; hcDAF-12 act: -3.1; hgDAF12 agonist: -2.5; PLC-beta3 inh: -2; DAX1 inh-2: -0.3; Rev-erbA mod: -4

Results for Nc1c(C(=O)N2CCCCCC2)oc2ccccc12 ?
sPLA2-III inh: 14; DAX1 inh-1: -0.1; GAA850 FXN act: 4.0; ssDAF12 agonist: -0.8; SMARCA2 activ: 0; PG9 binder: 0.7; hcDAF-12 act: 0.8; hgDAF12 agonist: 5.8; PLC-beta3 inh: -21; DAX1 inh-2: 0.6; Rev-erbA mod: -4
